# AGP1-GFP MLPCN = modulators of AGP1-GFP expression in yeast TOR pathway, primary screen, cell-based, multiplex flow cytometry, S. cerevisiae, MLPCN library; actives 0.02% (n = 320,000); GFP response vs DMSO, % at 10 µM; 3 h; GFP as percent of DMSO wells;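 active means GFP response relative to DMSO above a set limit, near screen average plus 3 SD, cut at about 150% in these data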;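 further: median GFP channel fluorescence of the gated AGP1 strain per well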
# GRK2 inh = compounds blocking aptamer binding on GRK2 – biochemical, human GRK2, bead flow cytometry, HTS, primary screen; Beta-adrenergic receptor kinase 1 (Homo sapiens), P25098; FAM-aptamer displacement from GRK2; inhibition of aptamer binding, % at 10 µM; actives 0.59% (n = 330,000); AID 488847, 2010;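 active means inhibition of aptamer binding above 40%, roughly 3 SD of noise, on plates passing a quality check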;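 further: median bead fluorescence of bound FAM aptamer so fluorescent compounds give negative values; no value below 0 was filed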
# Target sequence (P25098 whole entry, looked up): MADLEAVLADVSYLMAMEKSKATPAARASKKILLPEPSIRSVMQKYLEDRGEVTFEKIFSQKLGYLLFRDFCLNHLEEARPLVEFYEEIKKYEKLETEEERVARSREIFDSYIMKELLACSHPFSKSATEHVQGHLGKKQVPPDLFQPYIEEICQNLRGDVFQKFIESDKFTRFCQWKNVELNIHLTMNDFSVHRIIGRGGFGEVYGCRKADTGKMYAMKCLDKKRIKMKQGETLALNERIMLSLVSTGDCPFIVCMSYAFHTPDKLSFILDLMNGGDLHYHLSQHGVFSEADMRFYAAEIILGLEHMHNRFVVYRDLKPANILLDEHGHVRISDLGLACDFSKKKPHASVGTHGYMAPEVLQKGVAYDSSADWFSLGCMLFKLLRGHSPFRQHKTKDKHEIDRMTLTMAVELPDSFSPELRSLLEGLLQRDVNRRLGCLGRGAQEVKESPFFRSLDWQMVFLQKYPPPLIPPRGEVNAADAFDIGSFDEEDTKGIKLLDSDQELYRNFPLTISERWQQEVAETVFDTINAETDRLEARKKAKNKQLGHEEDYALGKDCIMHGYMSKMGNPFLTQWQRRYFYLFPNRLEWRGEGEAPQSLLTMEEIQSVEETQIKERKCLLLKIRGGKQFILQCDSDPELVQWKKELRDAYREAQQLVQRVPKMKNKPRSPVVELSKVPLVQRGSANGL
# RPL19A TOR yeast = RPL19A-GFP expression modulators in yeast, primary screen, cell-based, S. cerevisiae, multiplex flow cytometry, MLPCN | S. cerevisiae RPL19A-GFP strain, 3 h; stronger effect = lower value | percent response vs DMSO, % at 10 µM | actives 0.3% (n = 330,000);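 active means percent response vs DMSO below 50%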;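 further: median channel GFP fluorescence of the barcoded RPL19A-GFP strain; ratio of sample median GFP to plate DMSO average so 100% = DMSO; lower means less RPL19A-GFP as with rapamycin TOR inhibition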
# LAP4 TOR yeast = modulators of LAP4-GFP expression in yeast, primary screen, S. cerevisiae, multiplex flow cytometry, MLPCN library; actives 0.34% (n = 320,000); 3 h; median GFP as percent of DMSO wells; GFP response vs DMSO, % at 10 µM; AID 2023, 2009;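 active means GFP response vs DMSO above a set limit, about the screen mean plus 3 SD, cut at about 150% in these data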
# MEP2-GFP yeast = modulators of MEP2-GFP levels in yeast, primary screen, S. cerevisiae, multiplex flow cytometry, MLPCN library. actives 0.51% (n = 330,000). AID 2016, 2009. GFP response vs DMSO, % at 10 µM. S. cerevisiae MEP2-GFP strain, 3 h; 100% = DMSO control level;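 active means GFP response versus DMSO above a set limit, roughly screen mean plus 3 SD, cut at about 180% in these data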;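 further: median GFP fluorescence of the barcode-gated MEP2-GFP cells per well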
# GASC-1 inh = inhibitors of GASC-1 histone demethylase, primary screen, biochemical, fluorescence, DELFIA europium; Lysine-specific demethylase 4C (Homo sapiens), Q9H3R0; GST-JMJD2C(1-420) H3K9me3 demethylation; inhibition, % at 2.35 µM; actives 0.069% (n = 330,000); AID 2099, 2009;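 active means more than half of a compound's replicate wells show inhibition beyond 50%, single wells judged on their own value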;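 further: signal counts dimethyl H3K9 product captured on neutravidin plate; 0% = median of DMSO wells and 100% = 0.3 times that DMSO median; strong numbers were not always called active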
# Target sequence (Q9H3R0 1-420 limits assumed): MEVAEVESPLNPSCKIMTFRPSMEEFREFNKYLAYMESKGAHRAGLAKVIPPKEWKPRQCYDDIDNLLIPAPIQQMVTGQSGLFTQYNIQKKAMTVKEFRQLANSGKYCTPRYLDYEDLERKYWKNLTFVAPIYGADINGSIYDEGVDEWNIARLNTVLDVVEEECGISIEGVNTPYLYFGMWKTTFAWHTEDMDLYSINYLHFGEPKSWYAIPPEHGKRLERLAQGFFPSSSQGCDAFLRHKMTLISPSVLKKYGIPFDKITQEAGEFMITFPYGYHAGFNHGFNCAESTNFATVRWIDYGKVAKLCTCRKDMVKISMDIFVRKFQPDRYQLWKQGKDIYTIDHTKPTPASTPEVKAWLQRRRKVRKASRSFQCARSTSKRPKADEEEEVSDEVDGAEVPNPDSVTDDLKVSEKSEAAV
# VLA-4 inh = inhibition in human VLA-4 binding assay, primary screen, VLA-4 allosteric modulator project, MLPCN library, flow cytometry, VLA-4 expressing cells; Integrin alpha-4 (Homo sapiens), P13612; actives 0.2% (n = 330,000); inhibition, % (about 7 µM as worked out from the volumes in the protocol); ligand binding flow cytometry; in the data active means inhibition above about 50%
# CIT2-GFP yeast = modulators of CIT2-GFP expression in yeast, primary screen, S. cerevisiae, GFP fusion, multiplex flow cytometry, MLPCN library. S. cerevisiae CIT2-GFP strain, 3 h; 100 means same as DMSO wells. GFP response vs DMSO, % at 10 µM. actives 0.065% (n = 320,000);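 active means GFP response relative to DMSO above a set limit, near the screen mean plus 3 SD, cut at about 150% in these data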;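 further: ratio of well median GFP fluorescence to mean of DMSO wells on the plate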
# * = called active by the depositor; / = no result given; & = joins results of further samples.
AGP1-GFP MLPCN,GRK2 inh,RPL19A TOR yeast,LAP4 TOR yeast,MEP2-GFP yeast,GASC-1 inh,VLA-4 inh,CIT2-GFP yeast,Compound
110,0,105,98,109,-2,-5,122,Cc1ccc2oc(C(=O)Nc3nonc3C)c(C)c2c1
96,0,99,98,99,8,40,109,O=C(c1ccco1)N1CCN=C1SCc1cccc(F)c1
96,1,98,94,105,0,5,87,Cc1ccc(/C=C/C2=NN(Cc3ccc(Cl)c(Cl)c3)C(=O)CC2)cc1
116,5,108,109,112,4,-4,113,CCOc1ccc(C(=O)NCC(=O)OCc2c(F)cccc2Cl)cc1OCC
/,2,95,113,99,-6,8,136,O=c1cc(CSc2nnnn2-c2ccccc2)[nH]c2[nH]n(-c3ccccc3)c(=O)c12
103,0,101,113,111,44,4,103,C#CCSC1=C(C#N)C(c2cccs2)C(C(=O)OCC)=C(C)N1 (stereo not drawn)
85,0,98,103,80,-4,4,95,CC(=O)OC[C@H]1O[C@H](C/C=N/O[C@@H](C)c2cn([C@H](CO)Cc3ccccc3)nn2)C=C[C@@H]1OC(C)=O
98,2,93,96,97,1,10,99,Cc1c(NS(=O)(=O)c2cccc(C(=O)N3CCC(C)CC3)c2)c(=O)n(-c2ccccc2)n1C
111,2,108,113,109,-6,11,104,OCCC1CN(Cc2nc3ccccc3s2)CCN1C1CCCCC1 (stereo not drawn)
104,1,106,101,102,-3,0,102,CCC(Oc1ccccc1)C(=O)O/N=C(\N)c1ccc(OC)c(OC)c1 (stereo not drawn)
101,1,104,90,101,-11,5,101,O=C(CN1CCN(Cc2ccccc2)CC1)Nc1nnc(C(F)(F)F)s1
98,0,97,117,102,-19,-7,95,NC(=O)c1cc2c(s1)-c1cc(Cl)ccc1SC2
98,1,96,93,104,5,10,/,Nc1ccccc1C(=O)N/N=C1/C2CN3CCN(C2)CC1(Cc1ccccc1)C3
95,6,99,90,97,4,8,98,CCOC(=O)N1CCN(C(=O)c2cn(C)c3ccc(S(=O)(=O)N4CCOCC4)cc3c2=O)CC1
109,2,101,101,103,-5,-16,99,N#CC1=C2N=C(N)c3ccccc3N2C2=C(C(=O)CCC2)C1c1cccc(Cl)c1 (stereo not drawn)
89,0,94,91,101,-21,14,88,CC(C)S(=O)(=O)C1=NSC2=NC(=O)/C(=C\c3ccc(-c4ccccc4)o3)C(=N)N21
99,0,108,91,113,18,-9,103,COc1cccc(NC(=O)CN2CCSc3ccccc32)c1
95,1,95,97,100,-2,12,97,c1cncc(-c2nn3cnnc3s2)c1
95,2,95,120,90,4,9,87,CCCNC(=O)c1nn2cc(Br)cnc2c1Br
94,3,102,92,100,-23,-12,100,COc1ccccc1CNC(=O)c1cccc2c1C(=O)N(Cc1cccnc1)C2
97,1,100,99,100,-4,9,106,O=C(Nc1ccc(NC(=O)C2CC2)cn1)c1ccccc1
101,1,96,100,113,15,2,102,CCOc1ccc(S(=O)(=O)Nc2cccc(-c3ccc(N4CCCCCC4)nn3)c2)cc1
101,1,102,99,106,0,9,103,COc1ccccc1NC(=O)CSc1nnc(COc2ccc(Cl)cc2)o1
100,0,99,108,95,1,10,86,COc1ccccc1C(=O)NNC(=O)c1csc(N2CCOCC2)n1
108,0,111,108,106,-1,-2,103,COc1cc(C(=O)NCCc2ccc(S(N)(=O)=O)cc2)ccc1OCc1c(C)noc1C
102,1,105,99,103,-2&0,13,106,CCN(CC)S(=O)(=O)c1ccc(NC(=O)CSc2nnc(-c3ccc(F)cc3)o2)cc1
99,3,102,102,101,-30,3,129,Cc1ccc(NS(=O)(=O)c2ccc3c(c2)n(C)c(=O)c(=O)n3C)c(C)c1
/,0,100,103,102,-10,6,98,CCN(CC)S(=O)(=O)c1ccc(-c2ccc(S(=O)(=O)N(CC)CC)cc2)cc1
106,1,98,98,98,5,-11,106,COC(=O)N1CC(C)N(C(=O)OC)CC1C (stereo not drawn)
115,0,109,115,115,1,14,103,CN(C)CCCNC(=O)c1cc(Br)ccc1Cl
104,0,98,100,103,21,-5,100,CCn1c(CSCc2ccc(Cl)cc2)n[nH]c1=S
98,1,99,103,108,-6,-6,106,Clc1ccc(N/N=C/c2ccncc2)cc1Cl
102,0,102,97,105,2,6,96,CC1CCN(S(=O)(=O)c2nnc(NC(=O)COc3ccccc3)s2)CC1
89,0,90,93,94,15,8,90,NC(=O)CCN1CCN(Cc2nc(C(c3ccccc3)c3ccccc3)no2)CC1
95,0,92,84,79,7,-8,100,COC(C(=O)N/N=C(\C)CC(=O)Nc1ccc(N(C)C)cc1)c1ccccc1 (stereo not drawn)
98,2,102,100,104,13,21,95,O=C(NCc1ccccn1)C1CC(c2ccc(Cl)c(Cl)c2)=NO1 (stereo not drawn)
102,1,101,103,104,8,-5,104,Cc1ccc(N/C=C/C(=O)C(C)(C)C)c(O)c1
91,0,101,99,101,-4,9,100,O=C(O)c1ccc(S(=O)(=O)N(Cc2ccccc2)Cc2ccccc2)cc1
101,1,108,95,100,7,31,96,Cc1ccccc1NC(=O)/C(C#N)=C/c1ccc(-c2ccc(Cl)c(C(=O)O)c2)o1
100,0,100,120,104,-1,0,106,CCOC(=O)C1(Cc2ccccc2C)CCCN(C(=O)c2cc(CC)nn2C)C1 (stereo not drawn)
105,0,103,103,108,-1,13,104,Cc1cc(OCC(=O)OCC(=O)NCc2ccc3c(c2)OCO3)ccc1Cl
91,1,97,99,97,-1,24,89,COc1ccc(CCNC(=O)C2CCCN(c3nc(C)cc(C)n3)C2)cc1 (stereo not drawn)
97,0,97,99,95,13,8,90,O=C(CCn1c(=S)oc2ccccc21)N1CCN(c2ccc(F)cc2)CC1
96,5,94,89,96,0,9,97,Nc1ncnc2c1ncn2C1CCC(CO)C(O)C1 (stereo not drawn)
93,3,90,96,90,39,10,93,CC1(C)C2CCC1(CS(=O)(=O)NC1CCCC1)C(=O)C2 (stereo not drawn)

# Single entries from the entries so far:
# `CC1CCN(S(=O)(=O)c2nnc(NC(=O)COc3ccccc3)s2)CC1` @ RPL19A TOR yeast: 102
# `O=C(NCc1ccccn1)C1CC(c2ccc(Cl)c(Cl)c2)=NO1` (stereo not drawn) @ RPL19A TOR yeast: 102
# `CCOC(=O)C1(Cc2ccccc2C)CCCN(C(=O)c2cc(CC)nn2C)C1` (stereo not drawn) @ RPL19A TOR yeast: 100
# `Nc1ncnc2c1ncn2C1CCC(CO)C(O)C1` (stereo not drawn) @ MEP2-GFP yeast: 96
# `Cc1ccc(N/C=C/C(=O)C(C)(C)C)c(O)c1` @ GRK2 inh: 1
# `Cc1cc(OCC(=O)OCC(=O)NCc2ccc3c(c2)OCO3)ccc1Cl` @ LAP4 TOR yeast: 103

# Only CIT2-GFP yeast and GRK2 inh, for some of the entries so far:
SMILES	CIT2-GFP yeast	GRK2 inh
O=C(O)c1ccc(S(=O)(=O)N(Cc2ccccc2)Cc2ccccc2)cc1	100	0
Cc1ccccc1NC(=O)/C(C#N)=C/c1ccc(-c2ccc(Cl)c(C(=O)O)c2)o1	96	1
CCOC(=O)C1(Cc2ccccc2C)CCCN(C(=O)c2cc(CC)nn2C)C1 (stereo not drawn)	106	0
Cc1cc(OCC(=O)OCC(=O)NCc2ccc3c(c2)OCO3)ccc1Cl	104	0
COc1ccc(CCNC(=O)C2CCCN(c3nc(C)cc(C)n3)C2)cc1 (stereo not drawn)	89	1
O=C(CCn1c(=S)oc2ccccc21)N1CCN(c2ccc(F)cc2)CC1	90	0
Nc1ncnc2c1ncn2C1CCC(CO)C(O)C1 (stereo not drawn)	97	5

# Next entries.
AGP1-GFP MLPCN,GRK2 inh,RPL19A TOR yeast,LAP4 TOR yeast,MEP2-GFP yeast,GASC-1 inh,VLA-4 inh,CIT2-GFP yeast,Compound
75,51*,83,80,86,-12,-7,94,Cc1ccc(SCc2c(C(=O)N/N=C/c3ccc4c(c3)OCO4)nnn2-c2nonc2N)cc1
103,0,98,109,102,0,0,99,CCN(CC(=O)Nc1ccc(NC(C)=O)cc1)C(=O)/C=C/c1cn(-c2ccccc2)nc1-c1ccc(C)cc1
108,1,105,97,102,-2,3,108,C=CCOc1ccc(CN(C)C(=O)C2CCCO2)cc1 (stereo not drawn)
115,0,112,109,100,1,-3,110,O=C(CCN1C(=O)C2C3C=CC(C3)C2C1=O)NC1CCCc2ccccc21 (stereo not drawn)
100,5,102,100,104,-11,-3,97,CCN(CC)C(=O)Cc1cn(C)c2ccccc12
100,2,95,105,102,-4,9,92,O=C1CCCCCN1C(=O)c1ccc(C(=O)N2CCCCCC2=O)cc1
106,3,/,99,110,-11,0,106,CCCC(C)C(=O)Nc1ccc(NC(C)=O)cc1 (stereo not drawn)
98,0,104,91,106,-8,1,98,Cc1c(NS(=O)(=O)c2ccc([N+](=O)[O-])cc2)c(=O)n(-c2ccccc2)n1C
107,5,95,99,94,-26,-4,93,COC(=O)c1c(-c2c(Cl)cccc2Cl)noc1NC(=O)NN1CCCCC1
103,2,104,105,114,1,11,104,COc1ccc(NC(=O)CCN2CCN(S(=O)(=O)c3ccc(Br)cc3)CC2)cc1
96,0,92,101,92,-8,4,95,O=C(O)c1cccnc1SC1CC(=O)N(c2ccccc2)C1=O (stereo not drawn)
96,0,96,98,105,-2,5,97,COc1ccc(Nc2ccnc(Nc3ccc(OC)cc3)n2)cc1
97,0,97,96,103,1,21,99,C=C(C)c1cccc(C(C)(C)NC(=O)Nc2cc(C)ccc2OC)c1
93,1,95,93,99,-2,-14,90,CCC(C)[C@H](NC(=O)OC(C)(C)C)c1nnc(SCc2c(C)[nH]c(=O)[nH]c2=O)o1 (stereo partly drawn)
100,0,103,90,104,17,0,97,O=C1CNC(=S)N1C1CCCCCC1
102,1,105,84,102,-10,5,108,COc1ccc(CC(=O)N2CCN(c3ccccc3)CC2)cc1
90,1,82,102,97,26,-229,95,O=c1[nH]c2ccccc2nc1/C=C/c1ccc(F)cc1

# Record cards, from the list above. Values in the order: AGP1-GFP MLPCN, GRK2 inh, RPL19A TOR yeast, LAP4 TOR yeast, MEP2-GFP yeast, GASC-1 inh, VLA-4 inh, CIT2-GFP yeast
# Record of `COC(=O)c1c(-c2c(Cl)cccc2Cl)noc1NC(=O)NN1CCCCC1` → 107, 5, 95, 99, 94, -26, -4, 93
# Record of `O=c1[nH]c2ccccc2nc1/C=C/c1ccc(F)cc1` → 90, 1, 82, 102, 97, 26, -229, 95

# In a second layout: results already given
COC(=O)c1c(-c2c(Cl)cccc2Cl)noc1NC(=O)NN1CCCCC1
  AGP1-GFP MLPCN = 107
  GRK2 inh = 5
  RPL19A TOR yeast = 95
  LAP4 TOR yeast = 99
  MEP2-GFP yeast = 94
  GASC-1 inh = -26
  VLA-4 inh = -4
  CIT2-GFP yeast = 93

C=CCOc1ccc(CN(C)C(=O)C2CCCO2)cc1 (stereo not drawn)
  AGP1-GFP MLPCN = 108
  GRK2 inh = 1
  RPL19A TOR yeast = 105
  LAP4 TOR yeast = 97
  MEP2-GFP yeast = 102
  GASC-1 inh = -2
  VLA-4 inh = 3
  CIT2-GFP yeast = 108

C=C(C)c1cccc(C(C)(C)NC(=O)Nc2cc(C)ccc2OC)c1
  AGP1-GFP MLPCN = 97
  GRK2 inh = 0
  RPL19A TOR yeast = 97
  LAP4 TOR yeast = 96
  MEP2-GFP yeast = 103
  GASC-1 inh = 1
  VLA-4 inh = 21
  CIT2-GFP yeast = 99
